Assay outcomes deposited in PubChem BioAssay by The Scripps Research Institute Molecular Screening Center.
CHO-K1 Ca PAM: M1 PAM counterscreen hit in parental CHO-K1 cells; ATP EC20, Fluo-8 calcium fluorescence; 0% at ATP EC20, 100% at ATP max; actives 0.02% (n = 360,000); AID 602247; activation, % at 3 µM;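 active = activation above the run cutoff, the mean activation of all test compounds plus 3 SD, cut at about 40% in these data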;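 also: peak over basal fluorescence ratio in a 140 s read after ATP addition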
TAAR1 antag: antagonists of human TAAR1; Q96RJ0; CHO RD-HGA16 TAAR1, Fluo-8 calcium fluorescence, antagonist; inhibition, % at 3 µM; actives 1.5% (n = 360,000);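 active = inhibition above a per-plate cutoff, the mean inhibition of test compounds on that plate plus 3 SD, cut at about 49% in these data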;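 also: 0% = DMSO plus EC80 beta-PEA response and 100% = DMSO alone without agonist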
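Test system: CHO RD-HGA16 cells bearing hTAAR1 | Reagent: β-PEA, EC80 | Compound dosing: 3 µM, single point | Schedule: Dye loading 75 min at 37 °C, then 30 min room temperature | Signal: Calcium fluorescence with Fluo-8 | Evaluation: Percent inhibition of PEA-evoked calcium signal, max/basal emission ratio | Control set: DMSO-only wells and EC80 β-PEA-stimulated wells | Repeats: Singlicate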
CHO-K1 Ca antag: counter-screen for M1 antagonists: effect in parental CHO-K1 cells; ATP-induced calcium, Fluo-8 fluorescence; inhibition, % at 3 µM; actives 0.6% (n = 360,000); AID 602250;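 active = inhibition above a per-plate cutoff, the plate's mean sample inhibition plus 3 SD, cut at about 24% in these data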;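 also: 0% = DMSO plus EC80 ATP and 100% = DMSO alone without ATP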
CHO parental Ca: signal in parental CHO cells, OX1R antagonist counter-screen. parental CHO-K1, ATP-induced calcium, Fluo-8 fluorescence. inhibition, % at 5.6 µM. actives 0.63% (n = 330,000). AID 463079;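 active = inhibition above that plate's mean sample inhibition plus 3 SD, cut at about 26% in these data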;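 also: 0% = ATP-challenged DMSO wells and 100% = DMSO wells without ATP; some compounds past the cut are filed as inactive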
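Assay system: untransfected parental CHO cell line. Also added: ATP agonist challenge. Dosing: one dose, 5.6 µM nominal. Measured by: Fluo-8 fluorescence. Read-out: % inhibition. Benchmarks: ATP wells versus no-ATP DMSO wells. Repeats: no replicates.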
OXTR ag: activates the human oxytocin receptor. P30559. CHO-OTR cells, Fluo-8 calcium fluorescence; normalized: DMSO 0%, oxytocin 100%. activation, % at 3 µM. actives 0.32% (n = 320,000). AID 2435;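 active = activation above the mean of all tested compounds plus 3 SD, cutoff set per screening run, cut at about 20% in these data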;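 also: peak over basal fluorescence ratio from a 100 s FLIPR kinetic read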
Target sequence (P30559 whole entry, looked up): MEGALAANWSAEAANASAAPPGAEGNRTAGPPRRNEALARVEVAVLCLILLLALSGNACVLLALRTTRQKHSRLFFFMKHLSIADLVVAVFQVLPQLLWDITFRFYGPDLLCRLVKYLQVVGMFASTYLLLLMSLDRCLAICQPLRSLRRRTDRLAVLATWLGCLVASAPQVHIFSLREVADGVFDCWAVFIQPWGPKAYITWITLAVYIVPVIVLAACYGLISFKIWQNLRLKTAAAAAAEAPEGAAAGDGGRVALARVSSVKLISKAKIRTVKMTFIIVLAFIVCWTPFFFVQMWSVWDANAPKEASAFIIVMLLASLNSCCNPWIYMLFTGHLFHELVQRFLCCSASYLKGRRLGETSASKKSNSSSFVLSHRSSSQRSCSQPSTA
OXTR potentiator: human OXTR potentiation; AID 2445; CHO-OTR cells, Fluo-8 calcium fluorescence, potentiator mode; 0% = oxytocin EC15, 100% = EC100; activation, % at 3 µM; P30559; actives 0.061% (n = 320,000);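 active = activation above that plate's cutoff, the mean activation of tested compounds plus 3 SD, cut at about 6.6% in these data, passing the limit was not always enough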;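 also: 100% uses oxytocin at 75 nM as the full agonist control; some results filed as inactive read as strong as hits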
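System: human OTR in CHO cells; Also added: sub-maximal oxytocin, roughly EC15; Timing: compound 6 min at room temperature before oxytocin, 100 s read; Technique: Fluo-8 intracellular calcium fluorescence, ex 470-495, em 515-575 nm; Controls: oxytocin EC15 low and EC100 high; Replication: singlicate.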
GPR7 antag: antagonists of human GPR7 (neuropeptides B/W receptor 1); inhibition, % at 4.4 µM; actives 1.1% (n = 290,000); GPR7-expressing cells, fluorescence antagonist assay; AID 1861; in the data active = inhibition above about 16%, passing the limit was not always enough;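 also: cells stimulated with the agonist NPW; 0% = agonist with vehicle and 100% = vehicle without agonist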
M1 ag parental: M1 agonist counterscreen hit in parental CHO-K1 cells | Fluo-8 calcium fluorescence; scaled to maximal ATP response, vehicle zero | activation, % at 3 µM | actives 0.48% (n = 360,000); in the data active = activation above about 15%;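 also: untransfected CHO-K1 host cells lacking M1 receptor as counterscreen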
V1aR counter: V1a receptor agonism, counter-screen for OXTR agonists; AID 2797; CHO-V1R cells, Fluo-8 calcium fluorescence, agonist mode; 0% DMSO, 100% 3 nM vasopressin; actives 0.25% (n = 320,000); activation, % at 3 µM; P37288;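 active = activation above the mean activation of all tested compounds plus 3 SD, per screening run, cut at about 20% in these data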;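 also: signal is peak over basal fluorescence ratio across a 100 second FLIPR read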
Target sequence (P37288 whole entry, looked up): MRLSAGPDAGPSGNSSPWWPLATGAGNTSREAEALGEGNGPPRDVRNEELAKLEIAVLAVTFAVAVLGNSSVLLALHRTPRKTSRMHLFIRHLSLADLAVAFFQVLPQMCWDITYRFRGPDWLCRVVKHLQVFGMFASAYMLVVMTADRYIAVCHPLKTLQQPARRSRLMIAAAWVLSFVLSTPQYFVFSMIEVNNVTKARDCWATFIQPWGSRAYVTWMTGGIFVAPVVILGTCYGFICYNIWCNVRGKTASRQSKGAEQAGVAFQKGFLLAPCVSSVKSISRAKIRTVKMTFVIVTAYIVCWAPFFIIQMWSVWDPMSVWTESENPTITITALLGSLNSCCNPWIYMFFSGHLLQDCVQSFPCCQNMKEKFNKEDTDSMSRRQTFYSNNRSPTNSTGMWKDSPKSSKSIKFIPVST
* marks the source's active call; other numbers are inactive results; . = not tested or not shown. Compounds were not picked by outcome, and some 3.5% of all compounds hit somewhere here.

mol | CHO-K1 Ca PAM | TAAR1 antag | CHO-K1 Ca antag | CHO parental Ca | OXTR ag | OXTR potentiator | GPR7 antag | M1 ag parental | V1aR counter
CC(=O)Nc1ccc(NC(=O)COC(=O)c2ccccc2C(=O)c2ccccc2)cc1 | 12 | -7 | -9 | -6 | 2.4 | -9 | . | 2.6 | 2.7
CN(CC(=O)Nc1cccc(F)c1)C(=O)C1CCN(S(=O)(=O)c2ccc3c(c2)OCCO3)CC1 | 12 | -28 | 5 | 6 | -0.4 | -19 | . | 1.1 | 1.5
CCOc1cnc(C(=O)NNC(=O)c2ccccc2Br)o1 | 10 | -2 | -1 | -14 | 0.1 | 4 | 4 | 1.6 | 1.6
Nc1cc(=O)nc(SCC(=O)Nc2cccc3ccccc23)n1CCc1ccccc1 | 14 | -16 | -16 | -20 | -0.3 | -13 | -7 | -0.1 | -0.2
CN(C)S(=O)(=O)c1ccc(C(=O)OCC(=O)Nc2sc3c(c2C#N)CCCCC3)cc1 | -10 | 12 | 14 | -1 | 1.0 | 4 | -4 | -0.2 | 1.6
Cc1c(-c2ccccc2Cl)nc2ccccc2c1C(=O)O | 9 | 4 | 5 | 2 | 0.1 | -5 | -12 | 0.1 | 1.4
O=C(NC1CCCC1)c1ccccc1-c1nc2ccccc2[nH]1 | 1 | -4 | -2 | -5 | 0.3 | 2 | 1 | -0.3 | 0.2
CN1OC[C@@H]2CN(C(=S)NCCc3ccccc3)[C@H](c3ccc(N4CCCCC4)cc3)C[C@@H]21 | 11 | -21 | 3 | . | . | . | . | 0.4 | .
COC(=O)c1[nH]c2ccccc2c1NC(=O)CN1CCN(c2cccc(OC)c2)C(C)C1 (stereo unspecified) | -7 | 36 | 28* | -14 | -2.2 | -14 | -3 | 1.7 | 0.1
C=CCC(O)(CC=C)C(C)N (stereo unspecified) | 16 | 9 | -12 | -8 | 1.2 | -2 | -7 | -0.2 | 0.8
COC(=O)c1[nH]c2cc(OC)ccc2c1NC(=O)CCN1CCN(c2ccccc2)CC1 | 5 | 5 | 4 | -8 | 11 | 0 | 0 | 1.4 | 0.4
COc1ccc(NC(=S)NC2CCS(=O)(=O)C2)cc1 (stereo unspecified) | 14 | -9 | -5 | 2 | -1.4 | 1 | 4 | 0.6 | -0.6
O=C(COC(=O)c1cccnc1Cl)c1ccccc1 | 14 | -20 | -21 | 2 | 0.3 | -1 | -2 | 1.3 | -0.3
COc1cc(-c2nc(CN3CCCN(C(=O)c4ccco4)CC3)c(C)o2)ccc1F | 13 | 0 | 0 | -29 | -1.3 | -6 | 1 | 0.9 | -0.1
COc1cc([N+](=O)[O-])ccc1NC(=O)NN1CCN(C)CC1 | -6 | -15 | 3 | 3 | 0.8 | -2 | -23 | -0.2 | 0.7
CCOC(=O)/C=C1\SCC(=O)N1CC(=O)NC(C)C | 8 | -10 | -1 | 5 | 0.2 | -7 | -7 | -0.3 | 1.0
C=C(C)C(=O)Nc1cccc(C2=NOC3(C2)C[C@H](C(N)=O)N(C(=O)c2ccccc2)C3)c1 (stereo partly specified) | 7 | 1 | -12 | -10 | -0.2 | -1 | . | 0.4 | -0.5
CCC1CCCCN1CCCNC(=O)c1cn(CC(C)C)c(=O)c2cc(OC)c(OC)cc12 (stereo unspecified) | -5 | -4 | 7 | -12 | -0.5 | -9 | -7 | -0.3 | -0.3
COc1ccc(-c2nc3ccccn3c2C=O)cc1 | -9 | -4 | 14 | -1 | 1.2 | -5 | -13 | 0.2 | -0.2
Cn1c(=O)[nH]c(=O)c2c1nc(NCCCn1ccnc1)n2Cc1ccc(F)cc1 | 16 | 6 | -6 | 1 | -0.1 | -12 | -8 | 0.3 | 0.7
CCCNC(=O)c1ccccc1NC(=O)CSCc1ccc(OC)cc1 | 9 | 2 | -5 | -7 | -0.8 | -4 | -11 | 0.2 | 0.2
COCCn1c(SCC(=O)NC(C)c2ccc(F)cc2)nc2ccccc21 (stereo unspecified) | -12 | -10 | -9 | -18 | 0.2 | -9 | 0 | 0.2 | 1.4
O=C(NCc1cccs1)C(=O)NCC1OCCCN1S(=O)(=O)c1cc(F)ccc1F (stereo unspecified) | -9 | -22 | -2 | -16 | 1.4 | -4 | 20 | 1.6 | 0.6
CCCCS(=O)(=O)N1CCCC(C(=O)Nc2ccc(Cl)cn2)C1 (stereo unspecified) | 1 | 8 | 1 | -11 | -1.8 | 2 | -1 | 0.0 | 0.1
COc1ccc(S(=O)(=O)N(CC(=O)NCC2CCCO2)c2ccccc2)cc1OC (stereo unspecified) | 3 | 1 | -15 | -20 | -0.2 | 2 | -18 | 0.1 | 0.0
O=C(O)COc1cnc2ccccc2n1 | 25 | -15 | -11 | -3 | 0.8 | -3 | -11 | 0.2 | 0.4
Cc1ccccc1C(=O)NCCCn1ccnc1 | 5 | 2 | -16 | -9 | 0.2 | -12 | 2 | 2.6 | 0.7
Cc1nnc2c(NCCC(C)C)nc3ccccc3n12 | -2 | -8 | -7 | . | . | . | -10 | 0.1 | .
Cc1ccc(S(=O)(=O)N(C)CC(=O)N(C)Cc2cccs2)cc1 | 11 | 2 | 0 | . | . | . | . | 0.4 | .
CCC(C)NC(=O)c1ccc([N+](=O)[O-])c(Cl)c1 (stereo unspecified) | 9 | -11 | -4 | -6 | -1.6 | 3 | -5 | 0.4 | -0.1

The list continues.
mol | CHO-K1 Ca PAM | TAAR1 antag | CHO-K1 Ca antag | CHO parental Ca | OXTR ag | OXTR potentiator | GPR7 antag | M1 ag parental | V1aR counter
CCOC(=S)SCC(=O)N1CCc2ccccc2C1C1C(=O)CCCC1=O (stereo unspecified) | -9 | 14 | 22 | -4 | -1.4 | 0 | -5 | -0.6 | -0.3
CN1CCN(c2ccc(-c3cccc(NC(=O)COc4ccc(Cl)cc4Cl)c3)nn2)CC1 | 8 | 14 | -1 | -46 | 5.3 | -12 | . | 2.4 | 1.8
COc1ccc(S(=O)(=O)n2nc(C)cc2C)c(C)c1C | -6 | -8 | -9 | -17 | -0.4 | -6 | -22 | 1.3 | 0.1
Cc1ccc2c(c1)N1C(=O)c3ccccc3C1C1=C(CC(C)(C)CC1=O)N2 (stereo unspecified) | 22 | 10 | -4 | -22 | -1.7 | -8 | -12 | 0.7 | -1.1
COc1cc(-c2noc(C3CCCN(S(=O)(=O)c4cccc(Cl)c4)C3)n2)cc(OC)c1OC (stereo unspecified) | 24 | 23 | -6 | -13 | 0.6 | -9 | 1 | 1.3 | 1.7
O=C(NCCOc1ccccc1)c1cc(S(=O)(=O)N2CCOCC2)ccc1F | 12 | -11 | -1 | -5 | 1.5 | -3 | -25 | 0.3 | 1.7
CCN=C1S/C(=C\c2cn(CC(=O)NCc3ccco3)c3ccccc23)C(=O)N1CC | 18 | 49* | -15 | -8 | 2.7 | -11 | -5 | 4.9 | 2.9
CSc1ccc(-c2sc(Nc3ccccc3)n[n+]2-c2ccccc2)cc1 | -3 | . | -2 | -26 | 0.3 | 1 | 17 | 0.0 | -0.3
CCN1C(=O)[C@H]2[C@@H](c3ccc(-c4ccc(C(C)=O)cc4)cc3)N[C@@](Cc3ccccc3)(C(=O)OC)[C@H]2C1=O | 3 | 1 | -4 | -22 | 2.0 | -2 | . | -0.1 | 2.2
COc1cc(F)ccc1-c1csc(C(C)(O)c2ccccc2)n1 (stereo unspecified) | -15 | -19 | 10 | . | . | . | . | -0.5 | .
O=C(CSc1ccc([N+](=O)[O-])cn1)Nc1ccc(N2CCOCC2)cc1 | 15 | -24 | -12 | -17 | 1.4 | 6 | 4 | 0.8 | 3.4
CCOC(=O)C1C(c2ccccc2O)NC(=O)NC1(O)C(F)(F)F (stereo unspecified) | 14 | 4 | -18 | 14 | -0.9 | -7 | -11 | 1.4 | -0.4
CC1CCCN(C(=S)Nc2ccc(F)cc2)C1 (stereo unspecified) | 12 | 11 | -5 | 5 | -0.5 | -8 | -8 | 0.9 | 0.8
O=C(NCc1ccccn1)C(=O)Nc1cc2c3c(c1)CC(=O)N3CCC2 | 1 | -6 | -5 | -3 | 0.6 | 6 | . | 0.3 | -0.4
COc1ccc(C(=O)Nc2ccnn2C2CCN(C3CCC3)CC2)cc1 | 10 | -1 | -5 | -5 | 0.5 | -4 | 0 | -0.2 | 0.6
Cc1c(/C=N/NC(=O)c2ccc3c(c2)OCO3)cnn1C | -2 | 4 | 21 | -7 | 0.5 | 0 | 4 | -0.4 | 1.0
O=C(O)c1cccc(C(=O)Cc2ccccc2)c1 | 10 | 6 | 6 | -4 | 0.8 | 4 | -6 | 8.3 | 0.6
CCNC(=O)NC(=O)CSc1ccc(S(=O)(=O)N2CCCCC2)cn1 | -17 | -11 | -3 | -13 | 0.2 | -3 | . | 0.0 | -0.3
COc1cc(CC(=O)NCC(C)(C)N2CCOCC2)cc(OC)c1OC | 9 | 0 | 2 | 1 | -0.2 | -4 | -1 | 0.4 | 0.0
CC(C)Oc1ccc(/C(O)=C2/C(=O)C(=O)N(CCCn3ccnc3)C2c2cccnc2)cc1 (stereo unspecified) | -4 | -2 | 3 | -3 | 0.5 | -10 | 4 | 0.2 | 1.1
COCCCNC(=O)c1ccccc1SC | 4 | -6 | 1 | 3 | 0.4 | -3 | -10 | 0.1 | 6.1
Cc1cc(C(=O)COC(=O)c2ccc[nH]c2=O)c(C)n1CCc1ccc(F)cc1 | 19 | 0 | -3 | -7 | -1.3 | -7 | -5 | 0.2 | -0.9
CN(CC(=O)Nc1ccc(Cl)cc1)C(=O)c1ccc(NS(=O)(=O)c2ccc3[nH]c(=O)[nH]c3c2)cc1 | -37 | -20 | 15 | -9 | 0.9 | -8 | . | -0.4 | -0.3
CCCCCc1ccc(S(=O)(=O)Nc2cc(C)ccn2)cc1 | 5 | 0 | 3 | 8 | 3.6 | -5 | -7 | 1.1 | 2.4
O=C1NC(Cc2ccccc2)c2nc3ccc(Br)cc3c(=O)n2-c2cc(Cl)ccc21 (stereo unspecified) | . | 6 | . | -31 | -0.1 | 3 | . | . | 0.2
CC1CCCN(c2ccc3nc4ccccc4c(=O)n3n2)C1 (stereo unspecified) | 13 | 15 | -9 | -11 | -2.5 | -17 | -9 | 0.0 | -0.9
